# Assay outcomes deposited in PubChem BioAssay by several laboratories.
# Ecoli viability: reduces bacterial viability in AddAB counter-screen. E. coli V3065 growth, OD600 absorbance, 18 h. inhibition, % at 11.9 µM. 330,000 compounds, 0.27% hits. AID 449728;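 active = inhibition above the campaign's mean inhibition across all tested compounds plus 3 SD, cut at about 9.9% in these data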;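 note: uninfected addAB+ strain grown without phage in ampicillin broth; 0% = DMSO wells and 100% = ciprofloxacin 0.95 µg/ml wells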
# OPRM1-OPRD1 ag: agonists of human mu-delta opioid receptor heterodimerization; cells, OPRM1-OPRD1 heterodimerization, luminescence; activation, % at 9.3 µM; 340,000 compounds, 0.3% hits; in the data active = activation above about 18%;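 note: 0% = vehicle-treated cells and 100% = reference agonist; values of inactives mirror those of a sister screen read the other way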
# Target sequence (P35372 whole entry, looked up): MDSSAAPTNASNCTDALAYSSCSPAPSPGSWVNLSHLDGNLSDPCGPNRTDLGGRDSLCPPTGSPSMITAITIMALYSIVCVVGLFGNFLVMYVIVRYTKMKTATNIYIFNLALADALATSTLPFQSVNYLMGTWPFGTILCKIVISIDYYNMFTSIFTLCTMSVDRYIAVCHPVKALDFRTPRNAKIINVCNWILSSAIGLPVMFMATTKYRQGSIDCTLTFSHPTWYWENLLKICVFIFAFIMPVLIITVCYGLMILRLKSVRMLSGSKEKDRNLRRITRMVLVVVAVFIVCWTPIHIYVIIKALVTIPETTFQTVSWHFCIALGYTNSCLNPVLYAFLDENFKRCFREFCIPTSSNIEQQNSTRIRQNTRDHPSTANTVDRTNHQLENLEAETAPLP
# Target sequence (P41143 whole entry, looked up): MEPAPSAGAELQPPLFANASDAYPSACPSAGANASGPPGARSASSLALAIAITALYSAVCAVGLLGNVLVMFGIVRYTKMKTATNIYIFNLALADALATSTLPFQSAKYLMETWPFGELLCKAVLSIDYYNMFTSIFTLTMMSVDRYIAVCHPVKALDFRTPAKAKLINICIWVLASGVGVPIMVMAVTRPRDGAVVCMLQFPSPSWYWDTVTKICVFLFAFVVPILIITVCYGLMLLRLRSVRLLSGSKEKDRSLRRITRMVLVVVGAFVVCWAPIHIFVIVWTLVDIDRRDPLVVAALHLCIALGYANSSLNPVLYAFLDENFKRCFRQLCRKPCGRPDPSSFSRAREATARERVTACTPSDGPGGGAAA
# PKA-R1A activ: activators of PKA-R1A complex. 340,000 compounds, 0.083% hits. activation, % at 11.4 µM. PKA-R1A dissociation, Cy5-IP20 fluorescence polarization; scaled: DMSO 0%, 113 µM cGMP 100%. P00514+P68181;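 active = percent activation above the mean of all tested compounds plus 3 SD, cut at about 19% in these data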;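 note: higher means more PKAc released from R1A so a rise in polarization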
# AddAB inh: less growth of phage-infected E. coli with AddAB | E. coli expressing H. pylori AddAB, absorbance growth | 330,000 compounds, 0.29% hits | inhibition, % at 11.9 µM; in the data active = inhibition above about 12%;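 note: 0% = vehicle wells of infected cells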
# Tat transport: inhibitors of E. coli Tat protein transport | E. coli MC4100 TorA-mCherry Tat export, fluorescence | inhibition, % at 10 µM | 340,000 compounds, 0.036% hits;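 active = mean replicate inhibition at least 50% and at least half of replicates individually reaching 50%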;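 note: exported cargo escapes ClpAP degradation while cytoplasmic cargo is degraded and loses fluorescence; 0% = median of neutral control wells and 100% = median of NaSCN control wells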
# phage Ecoli inh: E. coli growth loss with phage present; growth absorbance; inhibition, % at 11.9 µM; 360,000 compounds, 0.26% hits; AID 651602; in the data active = inhibition above about 11%
# PfHsp90 set2: growth inhibition of yeast expressing Plasmodium Hsp90; AID 504621; inhibition, % at 9.4 µM; S. cerevisiae expressing PfHsp90, BacTiter-Glo ATP, 48 h; yeast lacking PDR1 and PDR3 efflux regulators; 310,000 compounds, 0.32% hits;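 active = every replicate shows inhibition above about 80%, whatever the replicate mean, limit read from the data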;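 note: 0% = DMSO neutral controls and 100% = 20 µM radicicol positive controls; yeast relying on Plasmodium falciparum Hsp90 in place of its own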
# MOR-DOR inv ag: inverse agonists of human mu-delta opioid receptor heterodimerization | cell-based MOR-DOR heterodimer luminescence, inverse agonism | 340,000 compounds, 0.21% hits | P35372+P41143 | inhibition, % at 9.3 µM; in the data active = inhibition above about 22%, passing the limit was not always enough;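 note: 0% = cells with DMSO and 100% = wells without cells with DMSO; values of inactives mirror those of a sister screen read the other way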
# SUMO Mot1 rescue: blocks SUMOylation pathway, rescuing yeast Mot1-301 growth; S. cerevisiae Mot1-301 growth rescue, ATP luminescence, 38.5C; percent above DMSO median, 100 means doubled; growth rescue, % at 18.8 µM; 320,000 compounds, 1% hits;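 active = every valid replicate shows activation above 250% relative to neutral control wells; inactive = the rest, any valid replicate at or below 250%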;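 note: OY570 slx delta 5 strain wells were the positive control but not used for scaling; some compounds called inactive have numbers as strong as hits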
# HTR5A inv ag: counter-screen for OPRM1-OPRD1 inverse agonists: human HTR5A inverse agonism. P47898. HTR5A cell line, luminescence. inhibition, % at 9.3 µM. 340,000 compounds, 0.083% hits; in the data active = inhibition mostly above about 23%, no sharp cut-off; inactive = mostly below about 18%;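 note: 0% = cells with DMSO and 100% = no-cell wells with DMSO; some compounds called inactive have numbers as strong as hits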
# PKA-R2B activ: activates the human PKA-R2B holoenzyme complex; PKA-R2B holoenzyme dissociation, Cy5-IP20 fluorescence polarization; R2B truncated from residue 108, S112A mutant; 0% DMSO only, 100% 113 µM cGMP; activation, % at 11.4 µM; 340,000 compounds, 0.079% hits; AID 504700;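 active = activation above a cutoff set at the mean over all compounds plus 3 SD, cut at about 18% in these data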;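 note: higher means more holoenzyme dissociation and a rise in polarization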
# * hit, by the source's call; nt = no result given.
# Second line of a record – Ecoli viability	OPRM1-OPRD1 ag	PKA-R1A activ	AddAB inh	Tat transport	phage Ecoli inh	PfHsp90 set2	MOR-DOR inv ag	SUMO Mot1 rescue	HTR5A inv ag	PKA-R2B activ
1	Cc1cc(C)cc(S(=O)(=O)c2cnc3ccccc3n2)c1
    0.2	-2.5	-10.6	3.8	1.4	4.3	-8.3	12.8	57.4	1.6	-6.2
2	C=CCn1c(SCc2nc(N)nc(N(C)C)n2)nnc1-c1cccnc1
    0.2	-3.2	-10.6	0.6	-7.2	4.2	18.3	16.0	1.5	-1.7	-14.3
3	CCOc1ccc(S(=O)(=O)N(CC)CC(=O)NC2CC2)cc1
    5.1	-2.8	5.2	0.6	-2.5	-2.0	-7.2	9.0	143.2	23.6	-3.3
4	Cc1cccc(NS(=O)(=O)c2ccc(C)c(C(=O)NCC(c3ccco3)N3CCCCC3)c2)c1 (stereo unspecified)
    nt	-0.3	-7.5	nt	-4.7	4.6	nt	2.1	nt	-7.5	7.5
5	O=C(NC(Cc1ccccc1)c1ccc2c(c1)OCCCO2)c1ccccc1F (stereo unspecified)
    0.7	-0.2	-12.4	0.4	6.5	2.5	nt	1.1	2.1	11.5	1.7
6	Cc1ccc(NCCC(=O)c2ccc(Br)cc2)cc1
    1.1	1.1	0.5	1.9	3.3	0.3	-11.2	-5.7	3.5	-6.7	-3.4
7	CCn1cc(C(=O)NCCCOC(C)C)c(=O)c2cc(S(=O)(=O)N3CCOCC3)ccc21
    2.5	-0.3	-8.9	1.0	5.7	-2.7	-6.1	1.8	17.4	5.8	-6.9
8	Nc1nc(N2CCCCC2)nc(N(c2ccccc2)c2ccccc2)n1
    0.7	3.6	-5.7	-0.9	-2.5	3.5	-0.6	-21.2	-12.9	11.3	1.9
9	Cc1cc(=O)[nH]c(N2CCN(C(c3ccccc3)c3ccccc3)CC2)n1
    -0.6	-0.8	0.8	2.4	-0.4	1.4	9.4	3.4	-7.7	-19.3	1.5
10	O=C(NCCc1ccc(F)cc1)c1ccc2nccnc2c1
    -0.5	-4.2	-3.8	0.8	2.2	2.6	-1.8	16.9	13.4	4.3	-2.8
11	CCOC(=O)N1CCC(N(CCN(C)C)C(=S)Nc2ccccc2OC)CC1
    0.3	-2.6	1.5	2.3	-4.0	2.4	-11.9	13.1	nt	-0.6	-10.9
12	Cc1cc(C(=O)OCC(=O)N2CCCCCC2)ccc1[N+](=O)[O-]
    1.1	-2.6	-10.0	1.3	-2.2	6.3	5.0	10.7	nt	-1.5	-3.6
13	N=c1n(Cc2ccccc2)c2ccccc2n1CC(O)COc1ccc(Cl)cc1Cl (stereo unspecified)
    nt	30.6*	-6.7	nt	2.8	5.1	-24.0	-173.0	nt	-80.0	-10.3
14	O=C(Cn1c(=O)oc2ccc(Cl)cc21)NC1CCCCC1
    0.2	-3.8	-21.0	2.1	0.2	1.4	-14.7	19.5	3.4	1.9	1.6
15	COc1cccc(N(C(=O)c2cccs2)c2nc3ccccc3s2)c1
    2.5	-1.8	3.9	2.1	-2.4	3.6	-9.3	10.2	27.4	-36.4	0.8
16	CSCC[C@H](NC(=O)[C@@H]1Cc2ccccc2CN1)C(=O)NC(C)c1ccccc1 (stereo partly specified)
    -1.4	-1.7	-2.5	1.3	-4.2	0.4	1.0	9.4	16.0	-0.6	-6.0
17	O=C(Nc1ccc(/C=C/c2nc3ccccc3o2)cc1)c1ccc(F)cc1
    2.7	-0.5	1.9	3.9	-4.9	-0.2	-3.1	2.9	193.6	-21.7	0.0
18	O=Cc1cccn1-c1cccc([N+](=O)[O-])c1
    0.8	-3.8	4.5	0.5	-8.4	4.3	0.5	18.5	6.6	-1.0	-5.0
19	C[C@H](NC(=O)c1ncn(C)c1C(=O)N[C@@H](C)c1ccccc1)c1ccccc1
    1.0	-0.7	-18.6	0.2	7.5	4.8	-6.9	4.1	13.2	-13.5	-7.9
20	CCC(NC(=O)NNC(=O)c1ccncc1)(C(F)(F)F)C(F)(F)F
    0.0	-3.3	8.6	1.3	-7.4	1.6	1.1	16.5	-12.3	10.3	5.7
21	CN(C(=O)c1ccc(OC2CCN(CCc3ccccc3)CC2)cc1)C1CCCCC1
    0.5	-0.8	-4.4	3.5	-7.4	2.9	6.9	4.2	6.7	-11.0	6.4
22	O=C(Cc1cccc(NC(=O)C2CCN(C(=O)c3ccccc3)CC2)c1)Nc1cccc(C(=O)N2CCCCC2)c1
    nt	-2.6	-5.2	nt	-6.5	1.9	-13.4	12.0	nt	-16.4	-8.3
23	CCC(=O)Nc1cccc(-n2nnnc2SCC(=O)N2CCCCC2)c1
    -1.8	0.3	-10.3	0.1	-5.3	0.6	6.0	-2.0	8.4	-8.4	-0.9
24	O=C(CN1CCCCCC1)Nc1cccc(NC(=O)CN2CCCCCC2)c1
    -3.5	0.9	-3.2	-0.9	-3.7	4.3	-15.7	-4.7	5.6	6.0	5.9
25	CCOc1cc(/C=N/O)cc(Br)c1OCc1ccc(Cl)cc1
    0.2	9.0	-1.7	0.6	12.1	2.0	-2.1	-52.9	-33.6	-18.5	-15.5
26	Cc1cc(Nc2ccccc2)c2c([N+](=O)[O-])ccc(C)c2n1
    6.3	0.7	-15.0	3.9	4.2	4.8	-19.1	-5.3	133.7	-14.4	-11.6
27	CCC(=O)c1ccc(Oc2ccc(C(=O)c3ccc(C)cc3)cc2[N+](=O)[O-])cc1
    0.5	-3.3	4.1	2.0	1.0	2.1	-31.2	16.0	13.0	17.2	-2.2
28	C[n+]1c(-c2ccccc2)cc2c(=Cc3ccc([N+](=O)[O-])cc3)c3ccccc3n21
    nt	9.3	5.4	nt	-15.8	-1.4	-25.1	-45.5	nt	-3.0	8.3
29	CC(C)C(NC(=O)c1ccc(F)cc1)C(=O)NC1(C)CCS(=O)(=O)C1 (stereo unspecified)
    3.0	-2.7	-3.3	4.1	6.3	1.5	7.2	10.9	-12.0	14.7	-11.6
30	CCCCNC(=O)c1sc(=S)n2c1[nH]c(=O)c1ccc(C(=O)NCCc3ccc(OC)c(OC)c3)cc12
    -0.1	-1.3	-6.1	3.2	-13.2	nt	7.7	6.4	-6.1	5.4	1.4
31	CCOC(=O)C1=C(CC)OC(N)=C(C#N)C1c1ccc(OC)c(OC)c1OC (stereo unspecified)
    3.3	-0.3	-3.7	3.3	0.5	4.2	-12.1	1.7	1.0	-5.6	1.9
32	O=S(=O)(NCC1(N2CCOCC2)CCCCC1)c1ccc(Cl)cc1C(F)(F)F
    -1.4	-1.2	-0.2	-0.8	-2.6	0.7	6.8	6.3	-11.3	22.6	-5.6
33	CN(CC(=O)Nc1c(Cl)cccc1Cl)C(=O)C1=COCCO1
    1.3	-1.5	9.3	1.9	0.4	4.8	26.3	9.6	-3.2	9.4	5.1
34	Cc1cc(CNC(=O)C2CCC(=O)N(Cc3ccccc3F)C2)on1 (stereo unspecified)
    -1.3	-2.4	3.6	3.2	6.8	1.7	13.6	12.3	654.5*	7.9	-2.3
35	COc1ccc(S(=O)(=O)N2CCN(C(=O)C3CCC3)CC2)cc1
    1.7	-1.0	0.7	4.7	-5.3	3.8	-7.9	5.2	-2.3	2.7	-5.0
36	CC(C)Cn1cnc2sc3c(c2c1=N)CCCC3
    -0.1	-2.7	-5.3	3.1	3.0	3.7	nt	13.5	3.8	-6.0	-0.4
37	CCN(C(=O)COC(=O)CCCN1C(=O)c2cccc3cccc(c23)C1=O)C1CCS(=O)(=O)C1 (stereo unspecified)
    0.1	-3.0	-0.3	1.2	-6.7	3.1	nt	15.7	1.5	16.1	-3.9
38	CCOc1ccccc1NC(=O)C1CCN(C(=O)NCc2ccccc2)CC1
    0.2	-2.9	4.4	2.8	3.1	3.0	7.6	18.3	23.2	-5.8	12.0
39	COc1ccc(N2CCN(c3ncnc4c3[nH]c3ccccc34)CC2)cc1
    2.4	-0.4	2.5	4.2	0.2	2.0	15.6	2.5	5.4	-13.1	-0.6
40	CCOC(=O)c1c(-c2ccccc2)oc2ccc(OC(C)C(=O)O)cc12 (stereo unspecified)
    0.6	-1.0	-6.4	1.4	3.2	-1.2	3.6	5.4	666.2	-0.9	-5.0
41	CSCc1ccc(C(=O)Nc2cc(C)cc(C)c2)cc1
    -0.8	2.5	-0.5	0.9	2.7	-0.5	4.5	-12.8	11.5	4.9	-10.1
42	COc1ccccc1-c1cc(C(=O)NCCCn2ccnc2)no1
    -1.5	-2.4	-5.5	1.6	-6.1	2.5	nt	13.1	37.4	-19.3	-0.7
43	COc1ccc(OC)c(C(=O)NC(CC(N)=O)c2ccc(N3CCN(c4ccccc4)CC3)c([N+](=O)[O-])c2)c1 (stereo unspecified)
    0.5	0.7	-5.0	3.5	4.4	2.9	3.4	-3.9	-12.5	-14.6	-1.0
44	O=C(c1cccc(S(=O)(=O)NCc2ccccc2)c1)N1CCN(c2cccc(C(F)(F)F)c2)CC1
    -0.9	-1.9	-3.4	2.0	5.6	0.1	19.7	9.5	0.4	-0.1	-3.9
45	C=CCOc1nc2c(c(=O)n(C)c(=O)n2C)n1Cc1c(Cl)cccc1Cl
    1.2	0.3	-4.1	4.0	-4.2	3.9	22.9	-1.8	0.3	10.0	4.3
46	COc1cc(Cl)c(C)cc1NC(=O)COc1ccc(C)nc1[N+](=O)[O-]
    nt	-1.6	-2.8	nt	-0.8	1.6	12.9	11.0	nt	21.6	4.2
47	O=C(NCCCCCCNC(=O)c1cncc(O)c1)c1cncc(O)c1
    0.3	-5.0	8.8	0.4	0.8	1.9	19.1	26.6	4.8	-18.7	1.5
48	C=CCn1c(C)cc(C(=O)CSc2nc(N)cc(N)n2)c1C
    1.7	-2.2	-8.0	2.4	-8.9	3.4	6.5	11.3	-0.8	2.7	-6.1
49	O=C(Nc1ccccc1)Nc1nc(-c2ccccc2)cs1
    -0.3	1.6	-13.0	2.0	-11.1	1.3	12.2	-7.7	-1.9	-0.8	15.0
50	COC(=O)c1ccc(CNC(=O)c2ccc3oc(C(C)C)nc3c2)cc1
    1.4	-1.2	5.2	1.5	-2.9	-0.1	-1.9	6.8	1.3	16.2	4.9
51	Cc1nn(CC(=O)NNC(=S)NCC2CCCO2)c(C)c1Br (stereo unspecified)
    -0.4	-3.8	5.3	0.4	-4.1	1.4	5.5	20.7	5.5	14.5	2.5
52	O=C(Cc1c(F)cccc1Cl)NC1=NCCS1
    0.9	3.0	-3.0	1.4	1.3	4.2	0.2	-21.9	4.3	-13.1	-11.9
53	Cc1ccccc1CN1C(=O)[C@H]2Cc3c([nH]c4ccccc34)C(C)(C)N2C1=O
    3.9	3.9	-4.3	4.3	-12.6	0.4	-5.8	-21.0	227.1	-20.7	-3.6

# An excerpt from above with just phage Ecoli inh, AddAB inh and HTR5A inv ag:
no. | SMILES | phage Ecoli inh | AddAB inh | HTR5A inv ag
48 | C=CCn1c(C)cc(C(=O)CSc2nc(N)cc(N)n2)c1C | 3.4 | 2.4 | 2.7
49 | O=C(Nc1ccccc1)Nc1nc(-c2ccccc2)cs1 | 1.3 | 2.0 | -0.8
